GlmU inhibition: inhibition of mycobacterial GlmU enzyme – biochemical, glucosamine-1-phosphate acetyltransferase (AID 1376); M. tuberculosis GlmU acetyltransferase enzyme assay; higher % means a stronger effect; inhibition, %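 (tested at 30 µM in the primary screen)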; hits with a dose series show IC50 in µM; 220,000 tested, 0.25% active; in the data active = inhibition above about 13%;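 also: 0% = complete reaction with vehicle and 100% = reaction without substrate; strong numbers were not always called active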
RmlCD inh 1536: M. tuberculosis RmlC/RmlD coupled enzyme inhibitors, primary screen, biochemical, compound mixtures, 384-well, from 1536-well plates | 160,000 tested, 0.03% active | dTDP-4-dehydrorhamnose reductase (Mycobacterium tuberculosis (strain ATCC 25618 / H37Rv)) … | RmlC+RmlD coupled enzyme assay, percent inhibition; primary screen in compound mixtures | inhibition, % at 3.6 µM; in the data active = inhibition mostly above about 34%, no sharp cut-off; also: some results filed as inactive read as strong as hits
Target sequence (P9WH09 whole entry, looked up): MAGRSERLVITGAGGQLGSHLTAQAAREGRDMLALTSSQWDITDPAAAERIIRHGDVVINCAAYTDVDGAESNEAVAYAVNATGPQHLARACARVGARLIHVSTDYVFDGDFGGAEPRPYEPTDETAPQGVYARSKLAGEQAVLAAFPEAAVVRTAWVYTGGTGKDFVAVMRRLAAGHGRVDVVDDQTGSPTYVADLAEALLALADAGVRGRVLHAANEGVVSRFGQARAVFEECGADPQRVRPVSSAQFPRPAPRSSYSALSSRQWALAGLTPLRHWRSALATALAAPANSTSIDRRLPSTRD
Target sequence (P9WH11 whole entry, looked up): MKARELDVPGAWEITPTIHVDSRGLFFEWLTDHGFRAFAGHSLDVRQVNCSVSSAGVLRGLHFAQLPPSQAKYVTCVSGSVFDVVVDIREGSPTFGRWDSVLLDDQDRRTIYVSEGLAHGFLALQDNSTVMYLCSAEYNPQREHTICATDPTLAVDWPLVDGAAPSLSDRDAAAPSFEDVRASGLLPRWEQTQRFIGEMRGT
* = called active by the depositor. Some of the compounds tested; count on the stated rates, not on these rows.

Cc1ccc(C)c(-c2nc3ccc(N)cc3[nH]2)c1 was read as GlmU inhibition 6.2% and RmlCD inh 1536 42.
Screening COc1cccc(C(=O)NCC(=O)N/N=C/c2ccc(OC(=O)c3cccs3)c(OC)c2)c1 returned GlmU inhibition -1.2% and RmlCD inh 1536 -7.
Screening CC(=NCC1CCCO1)c1c(O)n(-c2ccccc2)c(=O)[nH]c1=O (stereo not drawn) returned GlmU inhibition -0.5% and RmlCD inh 1536 7.
Screening CCOC(=O)CSC1=C(C#N)C(c2ccc(C)cc2)C2=C(CCCC2=O)N1 (stereo not drawn) returned GlmU inhibition -0.6% and RmlCD inh 1536 -9.
For COc1ccc(C2CC(c3ccccc3)=NN2c2ccc(N)cc2)cc1 (stereo not drawn) the results were GlmU inhibition 2.0% and RmlCD inh 1536 -7.
For N#C/C(=C\c1ccc[nH]1)Sc1nc2ccccc2s1 the results were GlmU inhibition -5.4% and RmlCD inh 1536 -8.
`c1coc(-c2nn3c(-c4ccco4)nnc3s2)c1` gave RmlCD inh 1536 1.
CS(=O)c1ccccc1-c1nc(-c2cccc(Cl)c2)no1 (stereo not drawn) was read as GlmU inhibition 1.1% and RmlCD inh 1536 5.
Screening COc1cc(/C=N/NC(=O)c2cc(C)n(-c3ccc(F)cc3)c2C)cc(OC)c1O returned GlmU inhibition -2.3% and RmlCD inh 1536 -10.
Screening COc1cccc(N2CCN(Cc3nnnn3C3CCCCC3)CC2)c1 returned GlmU inhibition 7.2%.
Screening COc1cc(NC(=O)c2cc(CC(C)C)on2)c(OC)cc1Cl returned GlmU inhibition 6.3% and RmlCD inh 1536 -3.
Cc1onc(-c2ccccc2)c1C(=O)NCC(O)c1ccccc1 (stereo not drawn) was read as GlmU inhibition -4.6% and RmlCD inh 1536 3.
COc1cc2c(cc1OC)C(c1cccc([N+](=O)[O-])c1)N(C(=O)c1ccc(F)cc1)CC2 (stereo not drawn) was read as GlmU inhibition 1.1% and RmlCD inh 1536 4.
`CCC(C)Oc1cccc(OCCCCN2C(=O)NC(C)(C)C2=O)c1` (stereo not drawn) gave GlmU inhibition 1.5%.
For CN1C(=O)/C(=C\C(=O)c2cccs2)c2ccccc21 the results were GlmU inhibition -7.3% and RmlCD inh 1536 5.
Screening Nc1ccc(C(=O)Nc2nccs2)cc1 returned GlmU inhibition -3.5% and RmlCD inh 1536 13.
For CCCCNC(=O)c1cc2c(=O)n3cccc(C)c3nc2n(Cc2ccccc2)c1=N the results were GlmU inhibition 4.6% and RmlCD inh 1536 -5.
Screening COC(=O)c1cc2sccc2n1CC(=O)Nc1cc(OC)cc(OC)c1 returned GlmU inhibition 0.7%.
CCOC(=O)Cc1nnc(NC(=O)COc2ccc(F)cc2)s1 was read as GlmU inhibition 1.4% and RmlCD inh 1536 3.
`CCOC(=O)NCCc1c(C)nc2c(c(C)nn2C(C)(C)C)c1C` gave GlmU inhibition 5.2% and RmlCD inh 1536 98.
O=C(COC(=O)c1cccnc1Cl)Nc1ccc2c(c1)OCO2 was read as GlmU inhibition 5.7% and RmlCD inh 1536 -12.
`COc1cccc2cc(C(=O)C3=C(O)C(=O)N(Cc4ccco4)C3c3cccnc3)oc12` (stereo not drawn) gave GlmU inhibition 5.4% and RmlCD inh 1536 96.
For CC(C)Oc1cccc(C(=O)C2CCCN(S(=O)(=O)C(C)C)C2)c1 (stereo not drawn) the results were GlmU inhibition 3.9% and RmlCD inh 1536 -11.
Screening O=C1CC(=O)N(c2cccc(Cl)c2)C(=O)N1 returned GlmU inhibition 3.3% and RmlCD inh 1536 -2.
`Cc1ccc(C)n1-c1ccc(C(=O)NCc2ccncc2)cc1` gave GlmU inhibition 6.0% and RmlCD inh 1536 14.
Cc1ccc(-n2c(-c3ccncc3)n[nH]c2=S)cc1C was read as GlmU inhibition -1.6%.
Screening COc1cc(NC(=O)COC(=O)c2nc3nc(C)cc(C)n3n2)cc(OC)c1 returned GlmU inhibition -0.1% and RmlCD inh 1536 5.
Cc1ccc2ncccc2c1N was read as GlmU inhibition 0.8% and RmlCD inh 1536 7.
Screening N/C(=N\N=C\c1cccs1)SC1CC(=O)N(c2cccc([N+](=O)[O-])c2)C1=O (stereo not drawn) returned GlmU inhibition -1.7% and RmlCD inh 1536 -16.
`CN(C)S(=O)(=O)c1cccc(NC(=O)CN2C(=O)NC(CCc3ccccc3)C2=O)c1` (stereo not drawn) gave GlmU inhibition -5.1% and RmlCD inh 1536 -13.
COc1ccccc1N1CCN(C2=CC(=O)CCC2)CC1 was read as GlmU inhibition -8.3%.
Screening Cc1ccc(S(=O)(=O)C(C#N)c2nc3ccccc3nc2OCCO)cc1 (stereo not drawn) returned GlmU inhibition 2.7% and RmlCD inh 1536 -1.
Cc1ccc(C)n1CCN1CCN(C(=O)c2ccc(Cl)cc2)CC1 was read as GlmU inhibition -3.6% and RmlCD inh 1536 -6.
`CCOc1ccccc1NS(=O)(=O)c1ccc(OC)c(OC)c1` gave GlmU inhibition 1.0% and RmlCD inh 1536 -2.
Screening O=C(NCC1CCCO1)C(=O)NCC(c1ccco1)N1CCN(c2ccc(F)cc2)CC1 (stereo not drawn) returned GlmU inhibition 2.8% and RmlCD inh 1536 11.
For CCOCCCNC(=O)C1CCC(=O)N1CCc1ccccc1 (stereo not drawn) the results were GlmU inhibition 0.6%.
For CCNC(=O)c1ccc(-n2nc(C(F)(F)F)c3c2CCCC3)cc1 the results were GlmU inhibition 5.6% and RmlCD inh 1536 0.
`COc1ccc(C/C(C)=N/NC(=S)Nc2ccc(C(C)C)cc2)cc1` gave GlmU inhibition 2.9%.
For Cc1ccc2[nH]c3c(=O)n(CCN4CCNCC4)cnc3c2c1 the results were GlmU inhibition 4.8% and RmlCD inh 1536 -6.
O=C(COC(=O)c1ccccc1NC(=O)c1ccco1)NCC1CCCCC1 was read as GlmU inhibition -1.9%.

By substructure, the entries above containing a Cl atom (5)
CS(=O)c1ccccc1-c1nc(-c2cccc(Cl)c2)no1 (stereo not drawn) was read as GlmU inhibition 1.1% and RmlCD inh 1536 5.
Screening COc1cc(NC(=O)c2cc(CC(C)C)on2)c(OC)cc1Cl returned GlmU inhibition 6.3% and RmlCD inh 1536 -3.
O=C(COC(=O)c1cccnc1Cl)Nc1ccc2c(c1)OCO2 was read as GlmU inhibition 5.7% and RmlCD inh 1536 -12.
Screening O=C1CC(=O)N(c2cccc(Cl)c2)C(=O)N1 returned GlmU inhibition 3.3% and RmlCD inh 1536 -2.
Cc1ccc(C)n1CCN1CCN(C(=O)c2ccc(Cl)cc2)CC1 was read as GlmU inhibition -3.6% and RmlCD inh 1536 -6.

(continued)
For Cc1ccc(C(=O)Nc2nc3n(n2)C(c2ccccc2)CC(=O)N3)cc1 (stereo not drawn) the results were GlmU inhibition -3.0% and RmlCD inh 1536 -2.
`O=C(O)c1cccc(NC(=O)c2ccc(Cl)c(S(=O)(=O)N3CCCCCC3)c2)c1` gave GlmU inhibition 2.3% and RmlCD inh 1536 -3.
For O=C(NCCCN1CCN(c2ccccc2F)CC1)C1CCC(=O)N1C1CCCCC1 (stereo not drawn) the results were GlmU inhibition -12%.
Screening CC1CC(CCN)(c2ccccc2)C(C)CN1C (stereo not drawn) returned GlmU inhibition 1.5% and RmlCD inh 1536 1.
Screening O=C(CCCO)CCCCCCCCC[C@H]1N[C@H](CO)[C@@H](O)[C@@H]1O returned GlmU inhibition 2.2%.
CCC(=O)Nc1ccc(S(=O)(=O)NCC2CCCO2)cc1 (stereo not drawn) was read as GlmU inhibition 1.6%.
For Cc1cccc(-n2c(O)c(C)c(=O)[nH]c2=S)c1 the results were GlmU inhibition 12% and RmlCD inh 1536 5.
`Cc1cc(NC(=O)Cn2cnc3c2c(=O)n(C)c(=O)n3C)n(-c2ccccc2)n1` gave GlmU inhibition -0.4% and RmlCD inh 1536 -2.
For CCCn1c(SCC(=O)Nc2cccc(S(=O)(=O)NC3=NCCCCC3)c2)nc2ccccc2c1=O the results were GlmU inhibition 0.9% and RmlCD inh 1536 -8.
Screening Cc1nc(C(=O)NNC(=O)c2ccc(Cl)cc2)cs1 returned GlmU inhibition 2.6% and RmlCD inh 1536 6.
`NC(=S)N(c1ccccc1)c1ccccc1` gave GlmU inhibition 6.6% and RmlCD inh 1536 -14.
N#Cc1ccc(C23CC4(C2)[C@H](CN(Cc2ccc(C(F)(F)F)cc2)[C@@H]4c2ccccc2)C3c2ccccc2)cc1 (stereo partly drawn) was read as GlmU inhibition -3.4%.
Screening COc1cccc(NC(=O)CN2CC(c3ccccc3)CC2=O)c1 (stereo not drawn) returned GlmU inhibition 0.9%.
COc1cc(C)c(CNc2ccc(OC)c(OC)c2)cc1C was read as GlmU inhibition -3.3%.
CCOCCCNC(=O)c1cn(C)c(=O)c2cc(OC)c(OC)cc12 was read as GlmU inhibition 2.0% and RmlCD inh 1536 12.
For N/C(=N\NC(=O)c1ccc(Cl)cc1)c1cnccn1 the results were GlmU inhibition 7.1% and RmlCD inh 1536 11.
Cc1ccc2cc(CCNC(=O)c3ccco3)c(=O)[nH]c2c1C was read as GlmU inhibition 3.6% and RmlCD inh 1536 -2.
`O=C(Nc1nnc(-c2ccccc2)o1)Nc1ccc(F)cc1F` gave GlmU inhibition -1.1%.
For NC(=O)[C@@H]1CCCN1Cc1nc(Cc2cccc(C(F)(F)F)c2)no1 the results were GlmU inhibition 1.7%.
`Cn1nc(-c2ccccc2)c(C(O)c2ccc(Cl)cc2)c1Cl` (stereo not drawn) gave GlmU inhibition 1.7% and RmlCD inh 1536 7.
N#Cc1nc(Cc2ccccc2)oc1N1CCN(c2cccc(Cl)c2)CC1 was read as GlmU inhibition 1.9% and RmlCD inh 1536 -10.
O=C(Nc1nccs1)c1nc(-c2ccccc2)n(-c2ccccc2)n1 was read as GlmU inhibition -0.5% and RmlCD inh 1536 -5.
For O=C(O)c1ccc(NC2=C(n3nnc4ccccc43)C(=O)c3ccccc3C2=O)cc1 the results were GlmU inhibition 3.7%.
Cc1no[n+]([O-])c1COc1ccc(/C=C2\NC(=S)NC2=O)cc1 was read as GlmU inhibition 1.8% and RmlCD inh 1536 -5.
`CCn1cc(C(=O)NCc2ccco2)c(=O)c2cc(S(=O)(=O)N3CCCC3)ccc21` gave GlmU inhibition -3.2% and RmlCD inh 1536 -12.
COc1ccc(CCN=C(N)NS(=O)(=O)c2cccs2)cc1OC was read as GlmU inhibition -11%.
Screening Cc1cc(C)cc(NC(=O)COC(=O)c2cc(C)oc2C)c1 returned GlmU inhibition -1.1% and RmlCD inh 1536 12.
`CCN(Cc1ccccc1)CC(O)COc1ccccc1` (stereo not drawn) gave GlmU inhibition 2.8%.
Screening CCCc1[nH]n(-c2ccc([N+](=O)[O-])cc2)c(=O)c1C=NCCCn1ccnc1 returned GlmU inhibition 4.2% and RmlCD inh 1536 -6.
Screening Cc1ccc(S(=O)(=O)NCC(=O)OCC(=O)Nc2cccc(S(=O)(=O)NC3=NCCCCC3)c2)cc1C returned GlmU inhibition 1.6% and RmlCD inh 1536 -3.
O=C(c1cc2c(=O)n3ccccc3nc2s1)N1CCN(Cc2ccc3c(c2)OCO3)CC1 was read as GlmU inhibition -2.6% and RmlCD inh 1536 5.
`CCC1CCCCN1C(=O)COc1cccc2c1CCN(C)C2=O` (stereo not drawn) gave GlmU inhibition 0.6% and RmlCD inh 1536 1.
`COc1cc(C(=O)NCC(C)C)c([N+](=O)[O-])cc1OC` gave GlmU inhibition 6.9% and RmlCD inh 1536 4.
`COc1ccc(-c2nnc(SCC(=O)Nc3cc(S(=O)(=O)N4CCCCC4)ccc3Cl)n2N)cc1` gave GlmU inhibition 2.4% and RmlCD inh 1536 -2.
`c1ccc(C2C3=C(CCCC3)Nc3ncnn32)cc1` (stereo not drawn) gave GlmU inhibition -0.8% and RmlCD inh 1536 21.
O=C(O)CCCN1C(=O)/C(=C/c2ccc(-c3nc4ccccc4s3)o2)SC1=S was read as RmlCD inh 1536 7.
O=C(COC(=O)c1ccc(F)cc1)Nc1ccccc1N1CCOCC1 was read as GlmU inhibition -6.7%.
`Cc1ccc(-c2csc(N(CCCN(C)C)C(=O)c3ccco3)n2)cc1` gave GlmU inhibition -3.6% and RmlCD inh 1536 -8.
For COc1cc(NC(=O)c2cccc(C)c2)c(Cl)cc1[N+](=O)[O-] the results were GlmU inhibition -4.5% and RmlCD inh 1536 -4.
Screening CCOC(=O)CSC1=C(C#N)C(c2ccco2)C(C(=O)Nc2cccc(C(F)(F)F)c2)=C(C)N1 (stereo not drawn) returned GlmU inhibition -1.1% and RmlCD inh 1536 -4.

Brought forward from above: 5 compounds, followed by the next part.
O=C(O)CCCN1C(=O)/C(=C/c2ccc(-c3nc4ccccc4s3)o2)SC1=S was read as RmlCD inh 1536 7.
O=C(COC(=O)c1ccc(F)cc1)Nc1ccccc1N1CCOCC1 was read as GlmU inhibition -6.7%.
`Cc1ccc(-c2csc(N(CCCN(C)C)C(=O)c3ccco3)n2)cc1` gave GlmU inhibition -3.6% and RmlCD inh 1536 -8.
For COc1cc(NC(=O)c2cccc(C)c2)c(Cl)cc1[N+](=O)[O-] the results were GlmU inhibition -4.5% and RmlCD inh 1536 -4.
Screening CCOC(=O)CSC1=C(C#N)C(c2ccco2)C(C(=O)Nc2cccc(C(F)(F)F)c2)=C(C)N1 (stereo not drawn) returned GlmU inhibition -1.1% and RmlCD inh 1536 -4.
Screening COc1ccc(CC(=O)OCC(=O)NC(=O)NC23CC4CC(CC(C4)C2)C3)cc1 returned GlmU inhibition -2.8%.
`CC(C)NC(=S)N1CCN(Cc2ccc3c(c2)OCO3)CC1` gave GlmU inhibition 2.7%.
Screening O=C(CN1CCN(CC(=O)Nc2ccc(OCc3ccccc3)cc2)CC1)Nc1ccc(F)cc1 returned GlmU inhibition 0.8%.
Screening CC(C(=O)Nc1ccccn1)N1C(=O)C2C3C=CC(C3)C2C1=O (stereo not drawn) returned GlmU inhibition 3.0%.
For C/C(=N\N=C(N)N)c1ccccc1 the results were GlmU inhibition -5.6% and RmlCD inh 1536 -11.

From PubChem
